Source: PubChem BioAssay (National Center for Advancing Translational Sciences (NCATS))
IkB sig inh: inhibitors of IkB signaling in ABC-DLBCL cells. Potency, µM (doses to about 57.1 µM), without a hit: at the highest dose IkBa stabilization activation. ABC-DLBCL IkBa-CBG/CBR dual luciferase ratio, 4 h; response scale: scaled: untreated 0%, proteasome inhibitor 100%. 0.04% of 110,000 active; active = well fitted curve in the direction sought with a large enough effect in the signal ratio, not every such curve was filed as active; inconclusive = small, poorly fitted or top-dose-only effect, or a change in a side signal; the % refers to the signal ratio;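 also: the direction sought is a rising ratio; 0% = basal untreated cells and 100% = reference inhibitor full response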
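Luminescence ratio of IκBα-fused green versus native red beetle luciferase in OCI-Ly3 cells, 4 h post-doxycycline with compound; red signal alone, scaled from basal (0%) to zero light (-100%), flagged nonspecific or cytotoxic effects.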
p53ts 39C tox: kills p53ts cells at the nonpermissive temperature | H1299-p53A138V viability at 39C, ATP luminescence, 24 h | Potency, µM (titrated, usually from 46.1 µM), for inactives: at the highest dose activity change, negative = cell killing, hits mostly cytotoxic | 1.5% of 130,000 active | AID 902; also: nearly all actives have a fitted effect of over 55% in size
p53ts 32C tox: kills p53ts cells at the permissive temperature | Potency, µM (top dose mostly 46.1 µM), without a hit: top-dose activity change, negative = cytotoxicity, most hits filed as cytotoxic | H1299-p53A138V at 32C, ATP luminescence viability, 24 h | AID 924 | 0.93% of 130,000 active;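 also: 0% = DMSO and -100% = full killing by reference compound; nearly all actives have a fitted effect of over 55% in size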
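Cells: H1299 p53ts (A138V), 600/well, pre-incubated 16–30 h at 37C. Cpd up to 46 uM, 24 h, 32C. Readout: ATPlite luminescence, 20 min RT. Normalization: DMSO vs tamoxifen 100 uM. AC50 by Hill equation.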
Peg3 imprint: inducers of genomic imprint erasure in mouse ES cells. mouse ES Peg3-LacZ reporter, beta-gal luminescence, 40 h. Potency, µM (top dose mostly 60.7 µM), inactives show top-dose activity change, positive = activation, actives largely listed as activators. 0.02% of 110,000 active. AID 1948;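 also: 0% = negative control wells on the plate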
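Readout: BetaGlo luminescence (5 min, room temp) for LacZ from the normally silent maternal Peg3 allele in female Peg3LacZ-Neo ES cells. Cells 300/well, 40 h, 37C, 5% CO2. Data normalized per plate to negative controls.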
An asterisk follows results filed as active; ? = inconclusive; . = not tested or not shown; & = joins results of further samples; [ ] = dose if it differs, or a comment. Unless noted, calls follow the shape of the dose curve; as a rule, active = well fitted curve in the direction sought with a large enough effect; inconclusive = small, poorly fitted or top-dose-only effect, or another doubt; inactive = no such curve, though single readings can be large; an effect the other way counts as inactive or inconclusive. Unless noted, % is scaled to controls: 0 for no effect and ±100 for the full control effect; potency is read from the fitted curve at half-maximal effect.

SMILES	IkB sig inh	p53ts 39C tox	p53ts 32C tox	Peg3 imprint
CCCCCC[C@H]1C(=O)O[C@H](C)[C@H](NC(=O)c2cccc(NC=O)c2O)C(=O)O[C@@H](C)[C@H]1OC(=O)CC(C)C	?	-9%[20.6 µM]	-4%[20.6 µM]	-11%[16.8 µM]
COc1ccn(C)c(=O)c1C#N	-0.3%[11.4 µM]	-7%	0%	-10%
Cc1oc(-c2ccccc2Cl)nc1CN1C(=O)CN=C(c2ccccc2)c2cc(Cl)ccc21	?	-8%	-4%	-14%[10.9 µM]
Cc1cc(OCC(=O)Nc2cc(C)nn2-c2ccccn2)c2c3c(c(=O)oc2c1)CCC3	1.3%	3%	-1%	-4%
CO[C@H]1C=C2CCN(C)[C@@H]2[C@@H]2c3cc4c(cc3C(=O)O[C@H]21)OCO4	1.8%[25.6 µM]	2%[20.6 µM]	-5%[20.6 µM]	-15%[16.8 µM]
COc1cc2c(cc1OC)[C@@H]1C(=O)c3ccc4c(c3OC1CO2)CC(C(C)C)O4 (some centres undefined)	.	8%	19%	-28%
O=C(CCS(=O)(=O)c1ccc(Br)cc1)N1CCC2(CC1)OCCO2	-1.1%	-5%	-3%	-8%
CC(C)CC(NC(=O)C1CCCCC1)C(=O)N1CCC2(CC1)OCCO2 (centres undefined)	-0.4%	6%	13%	1%
COC(=O)COc1cc(Cl)c(Cl)cc1Cl	.	5%	-1%	5%
Cc1ccccc1-n1c(O)c(C=Nc2ccc3c(c2)OCO3)c(=O)[nH]c1=O	1.0%	-4%	5%	-3%
CCC(=NCc1ccco1)c1c(O)n(-c2ccccc2)c(=O)[nH]c1=O	-2.3%	3%	1%	-10%
CC(C)N1CCC2(CC1)NC(CO)(CO)CO2	2.3%	9%	6%	-6%
CN(C)CCN=Cc1c(O)n(C2CCCCCC2)c(=O)[nH]c1=O	0.9%	-5%	-5%	-2%
OCC1CO1 (centres undefined)	-2.2%	7%	0%[1.84 µM]	1%
O=C(OCc1cc(=O)n2nc(C3CC3)sc2n1)c1ccc(NC(=O)c2ccccc2Cl)cc1	?	-19%	?	-14%[10.9 µM]
O=P(/C(=N/O)N1CCOCC1)(N1CCOCC1)N1CCOCC1	-0.6%	-3%	-1%	23%
COc1ccc(P2(=O)Nc3ccccc3N2)cc1	-1.0%	?	?	-53%[inhibitor]
COc1cc2c(c(OC)c1OC)-c1ccc(O)c(=O)cc1[C@H](N)CC2	0.4%[25.6 µM]	10%[20.6 µM]	4%[20.6 µM]	-12%[16.8 µM]
C=CCN1C[C@H](C)N([C@@H](c2ccccc2)c2ccc(C(=O)N(CC)CC)cc2)C[C@H]1C	1.2%	-5%	1%	-7%
CCCCOC(C)=O	-0.7%	-9%	-5%[1.84 µM]	-6%
CC(=O)CCC(C)=O	1.2%	-7%	7%[1.84 µM]	5%
CCCC(C)C1C(C#N)=C(N)Oc2c1c(=O)oc1ccccc21 (centres undefined)	2.4%	13%	10%	-10%
CCc1ccc(-n2c(O)c(/C=N/NC(=O)c3ccncc3)c(=O)[nH]c2=O)cc1	.	-3%	0%	.
C[C@]12Cc3cn4c(nc3C=C1CC[C@H]1[C@@H]2CC[C@@]2(C)[C@H]1CC[C@@]2(O)C#N)nc1ccccc14	?	14%	?	.
CN(C)C1(c2nnnn2CCOC(=O)Nc2ccc(Cl)cc2)CCCCC1	?	-1%	-1%	-14%
Cc1ccc(-n2c(/C=C/c3ccccc3)nc3ccccc3c2=O)cc1C	?	22%	13%	-11%[10.9 µM]
O=C(Nc1ccc(Br)cc1C(=O)c1ccccc1)c1ccccc1	3.2%	0%	-11%	-13%[10.9 µM]
CC(=NCC1CCCO1)c1c(O)n(-c2ccc(Cl)cc2)c(=O)[nH]c1=O (centres undefined)	-0.1%	6%	0%	-6%
CNC(=O)O/N=C(/C)SC	.	-2%	-1%	3%
Clc1nc(Cl)nc(Nc2ccccc2Cl)n1	-0.7%	2%	-4%[1.84 µM]	-23%
Cc1cc(N=Nc2ccccc2C)ccc1N	5.7%	?	7%[1.84 µM]	-22%
[O-][Br+2]([O-])O	-0.5%&-1.8%	5%&-9%	14%&1%[1.84 µM]	2%&1%
Cn1c(C(=O)O)c(CC(=O)N2CCN(Cc3ccccc3)CC2)c2ccccc21	0.9%	-13%	-7%	-28%
N[C@@H](Cc1c[nH]c2cc([N+](=O)[O-])ccc12)C(=O)O	0.3%[11.4 µM]	-2%[9.22 µM]	1%[9.22 µM]	-9%[10.9 µM]
COc1ccccc1OP(=O)(Nc1cccnc1)Oc1ccccc1OC	.	-8%	-22%	.
CN1CCN(CCC(C#N)(c2ccccc2)c2ccccc2)CC1	.	6%	1%	.
CCN(c1ccc(C(O)(C(=O)OC)C(F)(F)F)cc1)S(=O)(=O)c1ccccc1 (centres undefined)	-0.1%	1%	4%	-5%
Nc1ccc(-c2ccc(N)c(Cl)c2)cc1Cl	-2.8%	-18%	-21%[1.84 µM]	-20%
COc1ccc2c(c1)c(C(=O)O)c(C)n2C(C)C	.	12%	9%	.
COc1ccc(C(CC(=O)N2CCC3(CC2)OCCO3)NS(=O)(=O)c2ccc(C)cc2)cc1 (centres undefined)	-1.5%	-4%	6%	-21%
CCCC1=Nc2cc(C(=O)NC3CCC(C)CC3)ccc2Sc2ccccc21 (centres undefined)	11%	20%	20%	-22%[10.9 µM]
Cc1cccc(-n2c(O)c(C=NCCCN3CCOCC3)c(=O)[nH]c2=O)c1C	-2.7%	8%	-14%	-4%
O=C(Cc1ccccc1)N1CCN(C2CCCC2)CC1	-2.6%	-9%	-1%	-13%
O=C(CN1CCN(Cc2ccc(Cl)cc2)C1=O)N1CCC2(CC1)OCCO2	0.2%	-7%	25%	-14%
CCOc1ccc(N=C2SCCCN2C)cc1	.	21%	9%	.
OC1(c2ccccc2F)CC2CCC(C1)N2CCN1CCOCC1 (centres undefined)	-2.2%	-8%	-18%	-5%
CCN(CC)C(=O)N[C@H]1C=C2c3cccc4[nH]cc(c34)C[C@@H]2N(C)C1	1.3%[25.6 µM]	-1%[20.6 µM]	2%[20.6 µM]	-9%[16.8 µM]
COc1ccc(CCN2CCC(CNC(=O)c3cnn(-c4ccc(C)cc4)c3C3CCN(C(=O)OC(C)(C)C)CC3)CC2)cc1	?	?	?	-10%[10.9 µM]
CCCCc1nc2ccccc2c(=O)n1-c1ccc(O)cc1	-1.0%	3%	4%	-4%
O=C1CC(N2CCC(n3c(=O)[nH]c4ccccc43)CC2)C(=O)N1Cc1ccccc1 (centres undefined)	0.9%	18%	19%	-15%
c1cc2c(cc1C1OC[C@@H]3C(c4ccc5c(c4)OCO5)OCC13)OCO2 (some centres undefined)	.	12%	-15%	-18%
CCOc1ccccc1N=C1SCCCN1C	2.4%	-8%	-2%	-13%
NC(=O)c1ccc(C(=O)Nc2ccc([As](=O)(O)O)cc2)cc1	-0.1%[11.4 µM]	4%[9.22 µM]	4%[9.22 µM]	-7%[10.9 µM]
O=C(O)C12C3CCCC1C32c1ccccc1 (centres undefined)	0.4%	-5%	19%	-8%
FC(F)(F)C1=NC(C(F)(F)F)=NP(N2CCOCC2)(N2CCOCC2)=N1	0.1%	2%	-13%	-3%
O=C(CN1CCN(Cc2cccc(Cl)c2)C1=O)N1CCC2(CC1)OCCO2	-0.1%	1%	8%	10%
COc1cc2c(cc1OC)[C@]13CCN4CC5=CCOC6CC(=O)N2[C@@H]1[C@@H]6C5C[C@@H]43 (some centres undefined)	.	2%	-11%	-14%
OCCOc1ccccc1	-2.1%	-2%	-1%[1.84 µM]	5%
C[C@@H]1O[C@H](O[C@@H]2CC[C@@]3(C=O)[C@H]4CC[C@@]5(C)[C@@H](C6=CC(=O)OC6)CC[C@@]5(O)[C@@H]4CC[C@]3(O)C2)C[C@H](O)[C@@H]1O	2.3%[25.6 µM]	-30%[20.6 µM]	-8%[20.6 µM]	1%[16.8 µM]
COc1ccc(OCCn2c(NC(=O)c3ccc(OC)cc3)nc3ccccc32)cc1	?	?	?	-9%[10.9 µM]

Overlap with the part before: 3 entries, followed by the next part.
SMILES	IkB sig inh	p53ts 39C tox	p53ts 32C tox	Peg3 imprint
OCCOc1ccccc1	-2.1%	-2%	-1%[1.84 µM]	5%
C[C@@H]1O[C@H](O[C@@H]2CC[C@@]3(C=O)[C@H]4CC[C@@]5(C)[C@@H](C6=CC(=O)OC6)CC[C@@]5(O)[C@@H]4CC[C@]3(O)C2)C[C@H](O)[C@@H]1O	2.3%[25.6 µM]	-30%[20.6 µM]	-8%[20.6 µM]	1%[16.8 µM]
COc1ccc(OCCn2c(NC(=O)c3ccc(OC)cc3)nc3ccccc32)cc1	?	?	?	-9%[10.9 µM]
CCN1C[C@@]2(C)CC[C@@H](OC)[C@@]34C2C(O)[C@@]2(OCO[C@]25CC(OC)C2C[C@@]3(O)C5C2O)C14 (some centres undefined)	.	1%	-1%	-23%
O=S1(=O)N(Cc2ccccc2)CCCN1Cc1ccc(F)cc1Cl	?	-15%	13%	15%[10.9 µM]
C/C(=C\[C@@H](N)C(=O)O)CP(=O)(O)O	-0.1%	-5%	7%	2%
COc1cc(-c2ccc(=O)[nH]n2)ccc1OC(F)F	-0.1%	?	-9%	-6%
O=Cc1ccc(Cl)cc1Cl	0.1%	4%	3%[1.84 µM]	-6%
Cc1cccc(-n2c(C)nc3ccccc3c2=O)n1	.	14%	-18%	.
c1cnc(N2CCCC3(CCNCC3)C2)nc1	2.1%[11.4 µM]	-2%	-5%	.
CC(C)[C@@H](Br)C(=O)NCC(=O)O	0.5%[11.4 µM]	2%[9.22 µM]	0%[9.22 µM]	-11%[10.9 µM]
Oc1cc2c(cc1O)[C@H]1c3ccccc3CN[C@H]1CC2	?	?	?	-81%[inhibitor]
Cn1c(O)c(C=NCCN2CCNCC2)c(=O)n(C)c1=O	.	23%	10%	.
O=C(Cc1ccc(Br)cc1)N1CCN(Cc2ccccc2)CC1	-2.9%	18%	6%	-16%
COc1ccc(CNCC(=O)N2CCC3(CC2)OCCO3)cc1	1.4%	-3%	1%	-28%
COc1cc(OC)cc(-n2nc(C(=O)N3CCC4(CC3)OCCO4)c3ccccc3c2=O)c1	0.4%	0%	-4%	6%
CCC1=C(C[C@H]2NCCc3cc(OC)c(OC)cc32)C[C@H]2c3ccccc3CCN2C1	0.7%[11.4 µM]	-1%[9.22 µM]	1%[9.22 µM]	-11%[10.9 µM]
O=P1(NC2CCCC2)COc2ccccc2OC1	1.5%	7%	-5%	28%
O=C(Cn1ncc2c3ccccc3n(Cc3ccccc3F)c2c1=O)N1CCC2(CC1)OCCO2	0.7%	-7%	-19%	-6%
CC1(C)CN=C(NCc2ccccc2Cl)S1	0.2%	-2%	7%	-28%
COc1cccc(N2CCN(Cc3ccc(Cl)cc3)CC2)c1	1.8%	4%	1%	-11%
O=C(Nc1ccc(Cl)cc1C(=O)c1ccccc1)c1cc(Cl)cc(Cl)c1	4.3%	-12%	-9%	3%[10.9 µM]
c1cnc2c(c1)ncn2C1CCNCC1	-3.4%	16%	5%	-6%[10.9 µM]

3 entries out of the list, ordered by molar mass, lowest first:
SMILES	IkB sig inh	p53ts 39C tox	p53ts 32C tox	Peg3 imprint
Cc1cccc(-n2c(C)nc3ccccc3c2=O)n1	.	14%	-18%	.
Nc1ccc(-c2ccc(N)c(Cl)c2)cc1Cl	-2.8%	-18%	-21%[1.84 µM]	-20%
O=C(OCc1cc(=O)n2nc(C3CC3)sc2n1)c1ccc(NC(=O)c2ccccc2Cl)cc1	?	-19%	?	-14%[10.9 µM]

Following part:
SMILES	IkB sig inh	p53ts 39C tox	p53ts 32C tox	Peg3 imprint
O=C(O)CCC1NCC2CC1CN1CCCCC21 (centres undefined)	.	3%	-3%	21%
C[C@@H]1[C@H]2C=C[C@@H]1[C@@H](c1c3ccc(=O)c(O)c-3oc3c(O)c(O)ccc13)[C@@H]2C(=O)O	-0.8%[11.4 µM]	2%[9.22 µM]	6%[9.22 µM]	.
COc1ccc(/C=C/c2cc(O)cc(O)c2)cc1	.	-10%	-14%	9%
NC1(P(=O)(O)O)CCCCC1	1.2%[11.4 µM]	-5%[9.22 µM]	-2%[9.22 µM]	0%[10.9 µM]
C[C@H]1CCCC(=O)CCC/C=C/c2cc(O)cc(O)c2C(=O)O1	?	-3%&-5%&19%	23%	-5%&-2%&-7%
CCCN1CCO[C@@H]2c3cc(O)ccc3OC[C@@H]21	-0.2%	3%	12%	-2%

An excerpt; the hit share may differ from the screen's.
